IP6K1 inh: blocks human inositol hexakisphosphate kinase 1 | Q92551 | IP6K1 kinase, ADP-Glo luminescence, 2 h; stronger effect = lower value | activity change, % (series mostly up to about 58 µM) | actives 0.81% (n = 140,000); in the data active = activity change below about -25%
Target sequence (Q92551 whole entry, looked up): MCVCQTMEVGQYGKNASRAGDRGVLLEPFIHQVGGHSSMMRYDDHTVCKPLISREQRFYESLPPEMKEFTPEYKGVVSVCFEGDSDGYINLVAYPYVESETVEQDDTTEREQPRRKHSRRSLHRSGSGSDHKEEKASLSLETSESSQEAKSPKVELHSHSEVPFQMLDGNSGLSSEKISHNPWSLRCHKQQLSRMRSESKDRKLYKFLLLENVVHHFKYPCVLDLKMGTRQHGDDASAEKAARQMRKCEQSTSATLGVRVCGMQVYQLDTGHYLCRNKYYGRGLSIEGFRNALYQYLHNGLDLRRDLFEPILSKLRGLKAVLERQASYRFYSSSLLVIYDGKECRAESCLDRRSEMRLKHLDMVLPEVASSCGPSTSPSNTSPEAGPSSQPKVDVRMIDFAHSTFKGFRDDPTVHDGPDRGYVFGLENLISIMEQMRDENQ
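ADP-Glo luminescence measures ADP made by human IP6K1 during a 2 h RT reaction with ATP/IP6 (mix at 1.3 mM/130 uM); top library doses 57.5 and 19.1 uM final.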
SNCA expr inhib: inhibitors of alpha-synuclein (SNCA) gene expression; HEK-293 SNCA-luciferase knock-in, luminescence, 24 h; Potency, µM (titrated, usually from 57.2 µM), for inactives: at the top dose activity change, negative = inhibition, actives largely listed as inhibitors; actives 0.17% (n = 140,000); AID 1671194;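 also: potency is read from the fitted curve at half-maximal effect; plate controls were DMSO cells for no effect and cell-free wells for full effect; nearly all actives have a fitted effect of over 45% in size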
GPT2 inhibitor: blocks human glutamate pyruvate transaminase 2 | Potency, µM (top dose mostly 57.7 µM), for inactives: top-dose activity change, negative = inhibition, most hits filed as inhibitors | Q8TD30 | actives 0.25% (n = 100,000) | Recombinant GPT2, coupled pyruvate oxidase/HRP Amplex Red fluorescence; also: potency is read from the fitted curve at half-maximal effect; nearly all actives have a fitted effect of over 60% in size; many of its hits are not listed in these tables
Target sequence (Q8TD30 whole entry, looked up): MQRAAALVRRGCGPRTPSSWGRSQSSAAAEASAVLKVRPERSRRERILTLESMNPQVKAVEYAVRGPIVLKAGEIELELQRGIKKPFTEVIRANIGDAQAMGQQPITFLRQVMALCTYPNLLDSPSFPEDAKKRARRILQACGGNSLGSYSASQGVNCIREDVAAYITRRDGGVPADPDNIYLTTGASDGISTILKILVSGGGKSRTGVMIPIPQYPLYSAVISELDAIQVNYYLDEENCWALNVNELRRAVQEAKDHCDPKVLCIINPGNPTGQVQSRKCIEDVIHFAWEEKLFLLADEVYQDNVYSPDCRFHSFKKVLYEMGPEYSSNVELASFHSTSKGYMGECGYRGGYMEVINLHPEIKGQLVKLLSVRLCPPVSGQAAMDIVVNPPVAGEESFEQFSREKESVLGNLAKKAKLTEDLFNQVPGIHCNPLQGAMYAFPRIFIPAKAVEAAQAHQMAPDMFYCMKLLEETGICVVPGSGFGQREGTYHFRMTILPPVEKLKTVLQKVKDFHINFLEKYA
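Recombinant GPT2 (10ng/uL) with 250uM a-KG and 2mM L-alanine, 30 min at room temperature, in HEPES pH 7.5 buffer. Pyruvate detected by pyruvate oxidase/HRP/Amplex Red fluorescence after 30 min in the dark; AOA (50uM) as positive control.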
NIH3T3 tox: NIH 3T3 cell cytotoxicity; NIH 3T3 viability, CellTiter-Glo ATP luminescence, 48-72 h; Potency, µM (series often up to 96.7 µM), without a hit: at the top dose activity change, negative = cytotoxicity, actives largely listed as inhibitors; actives 4.3% (n = 94,000); AID 1345082; also: potency is read from the fitted curve at half-maximal effect; nearly all actives have a fitted effect of over 55% in size
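Luminescent ATP readout (CellTiter-Glo, 10 min RT) after 48 or 72 hr compound exposure of NIH 3T3 cells seeded at 400 cells/well in 1536-well format; quantitative HTS.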
HEK293 tox: cytotoxic compounds in HEK 293 cells | actives 6.6% (n = 94,000) | HEK 293 viability, ATP luminescence (CellTiter-Glo), 48-72 h | Potency, µM (titrated, usually from 115 µM), inactives show at the top dose activity change, negative = cytotoxicity, actives largely listed as inhibitors | AID 1345083; also: potency is read from the fitted curve at half-maximal effect; nearly all actives have a fitted effect of over 60% in size
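CellTiter-Glo luminescence (cellular ATP) was read after 48 or 72 hr of compound exposure at 37 degree Celsius. Cells were HEK 293 plated at 250 cells/well.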
Luciferase inh: Photinus pyralis luciferase inhibition. Potency, µM (titrated, usually from 115 µM), without a hit: at the highest dose activity change, negative = inhibition, actives largely listed as inhibitors. purified P. pyralis luciferase, luminescence, biochemical. actives 2.5% (n = 76,000); also: potency is read from the fitted curve at half-maximal effect; nearly all actives have a fitted effect of over 65% in size
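Biochemical qHTS: compound (6-point titration) added to 10uM D-luciferin plus 10uM ATP in Tris acetate pH 7.5 buffer with Mg, Tween-20 and BSA, then purified enzyme at 10nM; light output imaged.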
HEK293 viab: reduces viability of HEK-293 SNCA reporter cells; HEK-293-SNCA-luc viability, GF-AFC fluorescence, 24 h; Potency, µM (top dose mostly 57.1 µM), for the others: top-dose activity change, negative = cytotoxicity, usual class: cytotoxic; actives 0.12% (n = 150,000); AID 1671193;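 also: potency is read from the fitted curve at half-maximal effect; 0% = DMSO-treated cells and -100% = medium-only wells without cells; nearly all actives have a fitted effect of over 30% in size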
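HEK-293-SNCA-luc cells (1500/well) plated 24 h, then exposed 24 h to a dilution series; GF-AFC added 30 min at 37C, fluorescence 405/540 nm; normalised to medium-only and DMSO wells, Hill fit.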
The depositor's hits bear a star; i = inactive; ? = inconclusive; nt = not tested or not shown; [ ] = another dose, or the depositor's remark. Unless noted, calls follow the shape of the dose curve; as a rule, active = well fitted curve in the direction sought with a large enough effect; inconclusive = small, poorly fitted or top-dose-only effect, or another doubt; inactive = no such curve, though single readings can be large; an effect the other way counts as inactive or inconclusive. Unless noted, % is scaled to controls: 0 for no effect and ±100 for the full control effect. These rows are one share of the data; rates above refer to the full screens.

SMILES	IP6K1 inh	SNCA expr inhib	GPT2 inhibitor	NIH3T3 tox	HEK293 tox	Luciferase inh	HEK293 viab
COCCN1C(=O)CCC2(CNC(=O)Cc3c(C)noc3C)CCCC=C12 (stereo not given)	-9	12%	i	i	i	0%	2%
CN1c2ccccc2-c2nc(SCC(=O)Nc3ccccc3C(F)(F)F)ncc2S1(=O)=O	8	7%	nt	nt	nt	nt	-26%
CC(C)OCCCNC(=O)c1cc(-c2ccccc2F)nc2c1cnn2C	-2	nt	nt	?	?	nt	nt
CCOc1ccc2c(n1)CCN(C(=O)c1ccc(OCC)c(OCC)c1)C2	1	-11%	i	-14%	-7%	-11%	3%[12.5 µM]
COCCCNC(=O)c1cc(-c2cccnc2)nc2ccccc12	4	-7%	nt	nt	nt	nt	-2%
O=C(Nc1ccc(F)c(F)c1)C1CCN(C(=O)c2ncn3c2COC(c2ccc(F)cc2)C3)CC1 (stereo not given)	-11	7%	-6%	-9%	?	14µM*	5%
CC(O)CNC(=O)c1ccc(-c2ncc3cnc(C4=CCOCC4)cn23)cc1 (stereo not given)	-11	-16%[87.6 µM]	0%[88.5 µM]	?	-22%[172 µM]	-18%[172 µM]	-1%[87.6 µM]
O=C(NCc1ccccc1F)c1nc2sccn2c1-c1ccc(C(F)(F)F)cc1	3	-26%	3%	?	32µM*	nt	-20%
CCCCNC(=O)CC(c1ccc(OC)cc1OC)c1c[nH]c2c(CC)cccc12 (stereo not given)	3	6%	2%	?	?	-9%	2%
CCCNC(=O)C(NC(=O)c1cccc(C)c1)C1CCN(C(=O)CCc2ccccc2)CC1 (stereo not given)	23	-1%	i	?	-8%	-4%	-17%
COc1cc(Nc2nc3c(S(=O)(=O)c4cccc(Cl)c4)nnn3c3ccsc23)cc(OC)c1	3	3%	nt	nt	nt	nt	7%
N#Cc1c[nH]n2c(NC3CCCCC3)c(-c3ccc(F)cc3)nc12	-8	51%[activator]	nt	nt	nt	nt	3%
O=C(Cc1cccc(Cl)c1)N1CCC(C(=O)N2CCC(N3Cc4ccccc4C3=O)CC2)CC1	12	-25%	2%	?	50µM*	nt	3%
CNC(=O)N1CCCCCCNC(=O)[C@@H]2CCCC[C@@H]21	-8	11%	i	-16%	5%	-1%	-2%
CCn1ccc2sc(C)c(C(=O)NCc3ccc(OC)cc3OC)c2c1=O	4	2%	-23%	-10%	-24%	-5%	1%
Cc1ccc(NC(=O)Nc2ccc(C)n(CC(=O)Nc3ccc(C)c(C)c3)c2=O)cc1	0	163%[activator]	-9%	i	-12%	?	-6%
COc1cccc(NC(=O)c2cnc3c(c2)N(C(=O)Cc2ccccc2OC)CCC3)c1	14	-1%[87.6 µM]	-20%[88.5 µM]	-23%[138 µM]	100µM*	?	-12%[87.6 µM]
O=C(CSc1nc(-c2ccc(F)cc2)nc2c1Cc1ccccc1O2)Nc1cccc(C(=O)O)c1	-1	-4%	nt	nt	nt	nt	9%
COc1cccc(CNC(=O)N2CCC(CN3CCC(C)CC3)CC2)c1	5	19%	nt	nt	nt	nt	0%
CN(C)c1ccc(CNC(=O)C2CCN(Cc3cc4ccccc4n3Cc3ccccc3)CC2)cc1	-2	?	nt	nt	nt	nt	2%
CCc1ccccc1NC(=O)C1CCC(CNS(=O)(=O)c2ccc3c(c2)CC(C)N3C(C)=O)CC1 (stereo not given)	8	-9%	nt	nt	nt	nt	11%
Cc1c(C(=O)N2CCC(C)CC2)c(S(=O)(=O)Nc2cccc(C#N)c2)c(C)n1C	7	-12%	nt	nt	nt	nt	-30%
CC1CCCN(C(=O)c2coc(COc3cccc(F)c3F)n2)C1 (stereo not given)	-11	47%[activator]	i	-16%	-13%	-12%	4%
COc1ccc(NC(=O)NC[C@H]2Cn3cc(-c4ccc(C)cc4)nc3CO2)cc1	5	38%[activator][87.6 µM]	-18%[88.5 µM]	?	?	16%[172 µM]	-10%[87.6 µM]

Full records, looked up by structure. Order of screens: IP6K1 inh | SNCA expr inhib | GPT2 inhibitor | NIH3T3 tox | HEK293 tox | Luciferase inh | HEK293 viab
CC(C)OCCCNC(=O)c1cc(-c2ccccc2F)nc2c1cnn2C is listed with -2 | nt | nt | ? | ? | nt | nt
N#Cc1c[nH]n2c(NC3CCCCC3)c(-c3ccc(F)cc3)nc12 is listed with -8 | 51%[activator] | nt | nt | nt | nt | 3%

Further results
SMILES	IP6K1 inh	SNCA expr inhib	GPT2 inhibitor	NIH3T3 tox	HEK293 tox	Luciferase inh	HEK293 viab
CC1(C)C[C@H](NC2CCOCC2)[C@@]2(CCC(=O)N3CCOCC3)CC[C@](C)(O)C[C@@H]12	-3	-23%[87.6 µM]	i	-6%[174 µM]	-2%[172 µM]	5%[172 µM]	12%[87.6 µM]
COc1ccc(CCNC(=O)c2ccc(Cn3c(=O)c4ccccc4n(Cc4cccc(Cl)c4)c3=O)cc2)cc1OC	8	-9%	nt	nt	nt	nt	15%
O=C(c1ccccc1F)N1CC[C@H]2COC(=O)N2c2cc(F)ccc2C1	11	-22%[87.6 µM]	-9%[88.5 µM]	i	-7%[172 µM]	4%[172 µM]	-7%[87.6 µM]
COc1ccc(-c2cc(N3CCC(NC(=O)CCc4ccccc4OC)CC3)n[nH]2)cc1	0	-19%	i	?	?	4%	-4%
CCOc1ccc2oc(=O)cc(CN3CCN(C(=O)c4ccc(Cl)cc4)CC3)c2c1	-10	4%	nt	nt	nt	nt	1%
Cc1noc2c(N(C)C)cc(-c3ccsc3)nc12	-23	-2%[87.6 µM]	-2%[88.5 µM]	?	-27%[230 µM]	-9%[230 µM]	-5%[87.6 µM]
N#C/C(=C\c1ccccc1)c1nc(-c2cc3c(ccc4ccccc43)oc2=O)cs1	15	31%[activator]	nt	nt	nt	nt	5%
CCC(=O)N1c2ccccc2CC1C(=O)NCCc1ccc(C)cc1 (stereo not given)	21	-4%	nt	nt	nt	nt	-15%
CN(Cc1ccc2nonc2c1)C(=O)C1CCN(C(=O)C2CCCC2)CC1	2	-20%	i	40µM*	?	2%	-7%
CCOC(=O)C1CCCN(C(=O)c2cn3cc(-c4ccc(F)cc4)sc3n2)C1 (stereo not given)	10	34%[activator]	-22%	-19%	-6%	nt	2%
O=C(Nc1ccc([C@H]2OCC(=O)N(Cc3ccc(F)cc3)[C@@H]2CO)cc1)c1cnccn1	-4	-3%	1%	-15%	-7%	9%	5%
Cc1cc2nc3n(c(=O)c2n1CC(=O)NCc1ccc(F)cc1)CCCC3	-11	?	i	?	?	11%	-12%
Cc1noc(C)c1S(=O)(=O)N1CCC2(C1)C(=O)N(C)c1ccccc12 (stereo not given)	-1	15%	i	2%	-14%	0%	4%
CC(C)c1ccc(CC(=O)N2CCCc3ncc(C(=O)Nc4ccccc4)cc32)cc1	9	?	0%[88.5 µM]	28µM*	28µM*	-17%[172 µM]	?
CCCOc1ccc(C(=O)Nc2ccc(NC(=O)c3ccccc3)c(Br)c2)cc1	22	23%	nt	nt	nt	nt	2%
COc1cccc(Nc2ncc3c(n2)C(C)(C(=O)N2CCCC2)CC3)c1 (stereo not given)	8	25%[87.6 µM]	1%[88.5 µM]	?	?	1%[172 µM]	-12%[87.6 µM]
Cc1ccc(OCCC2CCN(C(=O)c3cc(CN4CCOCC4)on3)C2)cc1 (stereo not given)	16	-15%	i	-17%	79µM*	-5%	2%
CC1=C(C(=O)O)N2C(=O)[C@@H](NC(=O)C(N)C3=CCC=CC3)[C@H]2SC1 (stereo not given in full)	nt	7%	-5%	nt	nt	nt	-3%
Cc1cc(C)c(NC(=O)c2c(C)nn(-c3ccc(F)cc3)c2-n2cccc2)c(C)c1	17	-1%	nt	nt	nt	nt	-11%
CCCc1c(OCCCOc2ccc(OCC(=O)O)cc2)ccc(C(C)=O)c1O	nt	-6%	i	nt	nt	nt	-1%
C[C@]1(NC(=O)c2cnccn2)OC[C@@H]2CC[C@H](C(=O)NCc3ccc(OC(F)(F)F)cc3)N2C1=O	3	12%	4%	?	-4%	-7%	4%
CCCC(=O)Nc1nnc2n1CCS2	3	37%[activator]	nt	nt	nt	nt	8%
Cc1noc(C)c1-c1cc2cc(CN(C)C)oc2c(NC(C)C)n1	-2	-9%[87.6 µM]	i	?	?	-2%[172 µM]	-10%[87.6 µM]
O=C(C1CCc2nnc(-c3ccc(Cl)cc3Cl)n21)N1CCCC1 (stereo not given)	16	34%[activator]	-3%	?	3%	nt	-3%
Cc1noc(-c2ccc(N3CCC(C)CC3)c([N+](=O)[O-])c2)n1	-36*	90%[activator]	nt	nt	nt	nt	-7%
COCCNC(=O)c1ccc2c(c1)N(C)C(CC(=O)Nc1ccc[nH]c1=O)CO2 (stereo not given)	3	-8%	?	0%	-4%	5%	2%
Cc1cccc(C2N3CC4(C(C)C)CN2CC(C(C)C)(C3)C4=O)c1 (stereo not given)	12	-12%	nt	nt	nt	nt	10%
COc1ccc([C@H]2C[C@@H](O)[C@@H](O)[C@@H]2NCc2cnc3ccccc3c2)cc1	-1	9%[87.6 µM]	2%[88.5 µM]	?	-29%[172 µM]	-1%[172 µM]	?
C[C@]1(O)CCN(C(=O)CCS(=O)(=O)c2ccccc2)C[C@@H]1O	-5	65%[activator]	?	-3%	-1%	-13%	9%
O=C(NCc1nnc2ccc(-c3ccccc3)nn12)c1cccc(Cl)c1	6	?	2%	-17%	-23%	0%	-2%
C=CCNC(=O)N1CC[C@H]2CC(=O)N([C@H](C(N)=O)C(C)C)CC[C@H]2C1	-2	-2%[87.6 µM]	-7%[88.5 µM]	1%[138 µM]	i	3%[172 µM]	-1%[87.6 µM]
COCCOC1CN(C2CCN(Cc3ccc(F)cc3F)CC2)C12CCCCC2 (stereo not given)	-3	-10%	?	-23%	?	nt	-16%
Cc1cccc(-n2nc(-c3c(C)nc4scc(CC(=O)NCCC(C)C)n4c3=O)cc2C)c1C	15	0%	2%	?	?	-6%	7%
O=C(COc1ccccc1)NCCn1cccc1-c1nc(-c2ccc3c(c2)OCO3)no1	14	64%[activator]	-28%	2%	-3%	?	-11%
CN1c2cc(C(=O)Nc3cccc(OC(F)(F)F)c3)ccc2C(=O)N2CCCCC21 (stereo not given)	-14	-12%	-23%	?	18µM*	?	5%[12.5 µM]
CCOc1cccc(CN2C[C@@H]3C(=O)N(CCCN4CCCC4=O)C(=O)[C@@H]3C2)c1	0	10%	i	-12%	-6%	-9%	4%
CCNC(=O)c1cccnc1OC1CCN(C(=O)c2ccccc2OC)C1 (stereo not given)	6	2%	i	i	1%	6%	5%

Quoted at random: two records from the list
SMILES	IP6K1 inh	SNCA expr inhib	GPT2 inhibitor	NIH3T3 tox	HEK293 tox	Luciferase inh	HEK293 viab
C[C@]1(O)CCN(C(=O)CCS(=O)(=O)c2ccccc2)C[C@@H]1O	-5	65%[activator]	?	-3%	-1%	-13%	9%
Cc1cccc(-n2nc(-c3c(C)nc4scc(CC(=O)NCCC(C)C)n4c3=O)cc2C)c1C	15	0%	2%	?	?	-6%	7%

High-throughput results (PubChem)
